Source: PubChem (National Center for Advancing Translational Sciences (NCATS))
Pf Dd2 inh – blocks in vitro growth of P. falciparum Dd2. P. falciparum Dd2 growth, SYBR Green, 72 h. Potency, µM (doses to about 28.9 µM), for the others: at the top dose activity, negative = inhibition, hits mostly inhibitors. actives 4.3% (n = 120,000). AID 1347417; active = well fitted inhibition curve with a large enough effect; inconclusive = small, poorly fitted or top-dose-only effect; inactive = no such curve, though single readings can be large or run the other way;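 note: plate controls were DMSO vehicle for no effect and reference drug for full effect; nearly all actives have a fitted effect of over 65% in size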
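Readout: SYBR Green fluorescence, 485 nm excitation, 535 nm emission, after ~16 h lysis at 37C. Before that, Dd2-infected red cells (2.5% hematocrit) grew 72 h with compound, 29 uM top final concentration.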
* marks the source's active call; other numbers are inactive results; i = inactive; ? = inconclusive; [ ] = another dose, or the depositor's remark. Potency is the fitted concentration of half-maximal effect. Some of the compounds tested. The share of hits here may be higher or lower than overall.

SMILES	Pf Dd2 inh
CCOc1ccc(CC(=O)N2CC(CO)C3(CCNCC3)C2)cc1OCC (stereo not given)	?
COc1ccc(-c2ccc3c(c2)C(=O)N2CCN(C(=O)c4cccnc4)C[C@@H]2C(=O)N3)c(OC)c1	?
Cc1nn(C)cc1CN1CCc2n[nH]c(=O)n2CC1	-4.3%
Cc1ccc(CN2CCN(C(=O)C3Cn4cccc4C(=O)N3C)CC2)cc1 (stereo not given)	i
Cc1cn2nc(C(=O)Nc3ccccc3C)cc2c(N(C)Cc2ccccc2)n1	-13.5%
CCOc1ccc(OCC)c(NC(=O)c2cc(S(=O)(=O)N3CCCC3)cn2C)c1	-10.9%
C=CCOc1cccc(-c2nnc(CCC(=O)NCc3ccc4c(c3)OCO4)c(=O)[nH]2)c1	i
O=C(NCc1ccc2c(c1)OCO2)C1CN(c2ccc(Cl)cc2)C(=O)N1 (stereo not given)	12.7%
CCCn1nc(C)cc1CN(C)C(=O)c1ccc2c(c1)C(O)CCCCCN2C (stereo not given)	i
NCC(=O)N[C@H]1CN(c2nccc(C(F)(F)F)n2)C[C@@H]1C1CC1	?
O=C(c1cc(F)cc(F)c1)N1CCC(N2CC3CC(C2)[C@H]2CCCC(=O)N2C3)CC1 (stereo not given in full)	?
Cc1nn(CCC#N)c(C)c1[C@@H]1C=C[C@@H](NC(=O)c2cccs2)C1	?

Random excerpt: seven entries already listed
SMILES	Pf Dd2 inh
O=C(c1cc(F)cc(F)c1)N1CCC(N2CC3CC(C2)[C@H]2CCCC(=O)N2C3)CC1 (stereo not given in full)	?
COc1ccc(-c2ccc3c(c2)C(=O)N2CCN(C(=O)c4cccnc4)C[C@@H]2C(=O)N3)c(OC)c1	?
CCOc1ccc(OCC)c(NC(=O)c2cc(S(=O)(=O)N3CCCC3)cn2C)c1	-10.9%
Cc1cn2nc(C(=O)Nc3ccccc3C)cc2c(N(C)Cc2ccccc2)n1	-13.5%
CCOc1ccc(CC(=O)N2CC(CO)C3(CCNCC3)C2)cc1OCC (stereo not given)	?
C=CCOc1cccc(-c2nnc(CCC(=O)NCc3ccc4c(c3)OCO4)c(=O)[nH]2)c1	i
O=C(NCc1ccc2c(c1)OCO2)C1CN(c2ccc(Cl)cc2)C(=O)N1 (stereo not given)	12.7%

(further entries)
SMILES	Pf Dd2 inh
COc1cccc(CN2C(=O)CN(C3CCCCC3)C(=O)C2c2ccc(OC)c(OC)c2)c1 (stereo not given)	13.4%
COc1ncccc1-c1nc(-c2c(C)noc2C)cc2cc(CN(C)C)oc12	-16.8%[44.1 µM]
COc1ccc(C2(c3nc(C4CC(=O)N(C5CCCCC5)C4)no3)CC2)cc1 (stereo not given)	11.2µM*
COc1ccc(NC(=O)c2oc3ccccc3c2NC(=O)c2cc(OC)c(OC)c(OC)c2)cc1	i
CNC(=O)c1cc(S(=O)(=O)N2CC[C@H](CO)[C@H](O)C2)cs1	-8.4%
c1ccc(CN2CCC3(CC2)CC(c2cccnc2)=NO3)cc1	?
CSCCNC(=O)C1CN(c2cccc(Cl)c2)C(=O)N1 (stereo not given)	-8.2%[44.1 µM]
CCc1ccc(CNC(=O)Cn2nc(C)c3nn(-c4ccc(Cl)cc4)c(C)c3c2=O)cc1	i
CCOc1ccc2nc(N3CCCC(C(=O)Nc4ccc(OC)cc4)C3)sc2c1 (stereo not given)	-19.2%
Cc1nnsc1C(=O)N[C@H]1CCN(C(=O)c2ccco2)[C@H](C(=O)N[C@H](Cc2c[nH]c3ccccc23)C(N)=O)C1	-4.1%
Cc1ccccc1CC(=O)N1CCN(C(=O)c2nnn3c2COC(c2ccc(Cl)cc2)C3)CC1 (stereo not given)	-5.1%
CCc1ccccc1NC(=O)Cn1c(=O)n(Cc2ccco2)c(=O)c2sc3ccccc3c21	49.3%[activator]
CC(C)NC(=O)Cn1ccn2nc(-c3ccc(F)cc3)c(CO)c2c1=O	-19.8%
COc1cccc(S(=O)(=O)N2CCCCCCNC(=O)[C@@H]3CCC[C@@H]32)c1	-17.1%
COc1cccc(CN(C(=O)c2oc3cc(C)ccc3c2C)C2CCS(=O)(=O)C2)c1 (stereo not given)	?
COc1ccc(NC(=O)N2c3ccccc3CC2c2nc(C(C)C)no2)c(OC)c1 (stereo not given)	-8.6%[5.79 µM]
Cc1ccc(-c2cc(C(=O)NCCc3ccccc3)c3ccccc3n2)cc1C	?
CC(C)Cc1cc(C[C@@H]2C[C@H](NC3CCOCC3)C2(C)C)no1	i
COCc1nn(CC(=O)NC(C)Cc2cc(C)[nH]n2)c(=O)n1-c1ccccc1 (stereo not given)	0.8%
Cc1ccc(-c2nc3cc(Cl)ccc3o2)cc1NC(=O)c1cc([N+](=O)[O-])ccc1N1CCOCC1	-3.3%
C=C[C@H]1CN2CC[C@H]1C[C@@H]2CNC(=O)N1CCOCC1	0.6%[44.1 µM]
CCC(=O)N1CCc2cc(Br)cc(S(=O)(=O)CCC(=O)N3CCN(c4ccc(OC)cc4)CC3)c21	?
Cc1ccc(C)c(NC(=O)CCS(=O)(=O)c2cccc3nsnc23)c1	-17.5%
OC(c1cccc(C(F)(F)F)c1)c1nc(Nc2ccccc2)n[nH]1 (stereo not given)	6.1%[44.1 µM]
CCC1CCCCN1CCCNC(=O)c1cc2c(Cl)nc3ccccc3c2s1 (stereo not given)	?
Cc1ccc(CN2C[C@@H]3C(=O)N(CCCN4CCCC4=O)C(=O)[C@@H]3C2)c(C)c1	2.3%
Cc1cccc(NC(=O)Nc2ccc(C)n(CC(=O)Nc3ccc(C)c(C)c3)c2=O)c1	i
O=C(Nc1cccc(-c2nnc3n2CCCC3)c1)Nc1ccccc1F	8.1%
O=c1[nH]c(C2CCN(Cc3cccs3)CC2)nc2ccc(F)cc12	-6.4%
COCC[C@]1(O)CCN(C(=O)CCc2nc(-c3ccco3)no2)C[C@H]1C	-0.4%
COc1cccc(-c2noc(CCCc3nc(-c4cccnn4)no3)n2)c1	?
COc1ccc(C2=CC(c3cccc(C)c3)n3nnnc3N2)cc1 (stereo not given)	?
CCc1ccc(N2C(=O)N(CC(=O)C(C)(C)C)c3ccccc3S2(=O)=O)cc1	-12.5%
Cc1nonc1OCCNC(=O)C1CC(=O)N(Cc2ccccn2)C1 (stereo not given)	0.4%
O=C(/C=C/c1ccccc1)Nc1nc(-c2cccs2)ns1	?
COc1ccc(N2CCC(NC(=O)c3ccc(N(C)C)cc3)C2=O)cc1 (stereo not given)	-12.0%

Reprinted from the part before: 3 entries; new compounds follow.
SMILES	Pf Dd2 inh
Cc1nonc1OCCNC(=O)C1CC(=O)N(Cc2ccccn2)C1 (stereo not given)	0.4%
O=C(/C=C/c1ccccc1)Nc1nc(-c2cccs2)ns1	?
COc1ccc(N2CCC(NC(=O)c3ccc(N(C)C)cc3)C2=O)cc1 (stereo not given)	-12.0%
CC(C)c1noc(-c2cccn3c(CNC(=O)c4cc5ccccc5[nH]4)nnc23)n1	?
CCC1(O)CCCN(c2ncc(C(C)(C)C(=O)O)c(N3CCOCC3)n2)C1 (stereo not given)	?
CCOc1ccc(C(=O)Nc2ccc3nc(SCCOc4ccccc4)sc3c2)cc1	-14.1%
CNC(=O)CCn1ncc2cc(OCc3ccccc3-c3cccnc3OC)ccc21	?
Cn1cnc(S(=O)(=O)N2CCC(C(=O)N3CCN(c4cccc(C(F)(F)F)c4)CC3)CC2)c1	42.0%[activator]
CCC(C(=O)Nc1cc(OC)ccc1OC)n1c(=O)c(C(F)(F)F)nc2ccccc21 (stereo not given)	?
Cc1oc2c(c1C(=O)N1CCSCC1)CN(Cc1cccc(F)c1)CC2	11.2µM*
CCc1ccc(NC(=O)CSc2nc(=O)n(Cc3ccccn3)c3c2CCC3)cc1	-3.8%
O=C([C@@H]1C[C@H](F)CN1C(=O)Nc1ccc(F)cc1)N1CCOCC1	5.4%
COc1cccc(CNC(=O)CSc2ncc3c(n2)-c2cc(Cl)ccc2N(C)S3(=O)=O)c1	i
CCC1COCCN1Cc1cn(-c2ccccc2)nc1-c1ccc(OC)cc1F (stereo not given)	12.6µM*
CCn1cc(C(=O)OCC(=O)Nc2cc(Cl)ccc2C)c(=O)c2ccc(C)nc21	19.4%
O=C1NCCCCCCN(C(=O)c2cnccn2)[C@H]2CCC[C@@H]12	1.8%
Cc1ccc(-n2ncc3c(Nc4ccc(Oc5ccccc5)cc4)ncnc32)c(C)c1	-19.3%
COCCC(=O)N1CCC(N2C(=O)C3(CCCCC3)C2c2ccccc2)CC1 (stereo not given)	-28.3%
CCOc1cc2sc(N3CCC(C(=O)Nc4ccc(C)cc4)CC3)nc2cc1Br	?
O=C(NCCc1noc(C2CC2)n1)c1ccccc1	0.0%
Cc1ccc(Oc2c(C(F)(F)F)oc3cc(OCC(=O)NC4CCCCC4)ccc3c2=O)cc1	-29.7%
O=C(c1ccc(Br)o1)N1CCC(n2cnnc2C2CC2)CC1	-13.1%
COCC1CN(C2CCC2)CC12CCN(S(=O)(=O)c1cnc[nH]1)CC2 (stereo not given)	-0.5%
CCC(=O)N1C2CCCC1CC(=O)C2	5.8%[44.1 µM]
CCc1c(C)sc2c1CCN(C(=O)Nc1ccccc1C(=O)OC)C2c1ccc(F)cc1 (stereo not given)	?
CCC1=C(C(=O)OC)C(c2ccccc2Cl)N2C(CC(=O)NCC3CC3)=CSC2=N1 (stereo not given)	i
Cc1ccc(Cn2nnc3c(=O)[nH]c(C4CCN(C(=O)Cc5ccccc5F)CC4)nc32)cc1	-27.2%
Cc1cc(C)n(-c2cccc(CN(C)C(=O)c3cc(C(C)C)no3)c2)n1	-21.7%
CC(=O)Nc1ccc(NS(=O)(=O)c2cc(Br)cc3c2N(C(=O)C2CC2)CC3)cc1	?
CCn1nc(C)cc1S(=O)(=O)N[C@H]1[C@H]2CCO[C@H]2[C@@H]1N1CCCCC1	?
COc1ccc(C[C@H](NC(=O)[C@@]2(O)C[C@@H](O)[C@H](O)[C@@H](NS(=O)(=O)c3cccc(C(F)(F)F)c3)C2)C(N)=O)cc1	5.5%
O=C(c1ccccc1)N1C[C@@H]2C[C@H](C1)c1ccc(-c3cccc(C(F)(F)F)c3)c(=O)n1C2	-14.3%
C[C@H](NC(=O)OC(C)(C)C)c1nnc(SCc2ccc(Cl)cc2Cl)o1	-14.4%
Cc1ncccc1Oc1ncnc(N2CCC3(CC(=O)NC3=O)C2)c1C (stereo not given)	-3.4%
COc1ccc(CN2C=C(C(=O)OCc3noc(-c4cccc(OC)c4)n3)C(C)=NS2(=O)=O)cc1	?
O=C(Nc1cccc(Cl)c1)c1ccc2nc(CCc3ccccc3)oc2c1	-12.5%
Cc1ccc(S(=O)(=O)NCCCn2ccnc2-c2nc[nH]c2C)cc1	0.5%
O=C(Nc1cccn2nc(C3CCC3)nc12)C1CCC1	-5.9%
O=C(c1ccccc1)N1CCC(N(C(=O)C2CC2)C2CCOCC2)CC1	38.9%[activator]
Cc1nc2ccc(S(=O)(=O)NC(CC(C)C)C(=O)NCc3ccc(Cl)cc3)cc2s1 (stereo not given)	?
Cc1ccc(C2NC(=O)N(CC(=O)Nc3cc(C)on3)C3=C2C(=O)OC3)cc1 (stereo not given)	i
Cc1nn2c(c1-c1ccccc1OCc1ccccc1)N(Cc1cccnc1)CCC2	?
COc1cc(OC)cc(OCc2nc3c(n2Cc2ccccc2)C(=O)N(Cc2ccccc2F)CCN3)c1	?
CC(C)(Oc1nn(CCOc2ccccc2)c2ccccc12)C(=O)NCc1cnccn1	?
C#CCNC(=O)[C@@H]1Cc2cn(CC#CC)c3cccc(c23)[C@H](CC(C)C)N1	?
O=C(NCc1ccccn1)c1ccc(CN2C(=O)NC3(CCS(=O)(=O)CC3)C2=O)cc1	i
CCOCCCn1c(=N)c(C(=O)NCc2cccnc2)cc2c(=O)n3ccccc3nc21	?
C1=C(c2nc(-c3cncnc3)cc3c2ccn3Cc2cccnc2)CCOC1	-4.3%[44.1 µM]
O=[S+]([O-])(c1cccs1)N1CC(N2CCc3ccccc32)C1	?
CN(C)CCNC(=O)c1ccc2nc(Cc3ccccc3)oc2c1	32.5%[activator][5.79 µM]
O=C(c1ccccn1)N1CCC(N2CC(OCC3CC3)C23CCOCC3)CC1 (stereo not given)	-8.4%
CCCN(CC1CCOC1)S(=O)(=O)c1ccc(C(F)(F)F)cc1 (stereo not given)	-10.4%
CCCCN1CCN(C(=O)c2ccc3c(c2)N(S(C)(=O)=O)CC3)CC1	i
COc1ccccc1Nc1sc(C(=O)c2ccc(F)cc2)c(N)c1S(=O)(=O)c1ccc(C)cc1	-28.7%
CCCCCC(=O)Nc1nc2c(s1)C[C@@H]1[C@](C)(CO)[C@H](O)CC[C@@]1(C)[C@@H]2CC(=O)N1CCC(C(N)=O)CC1	i
COc1cc(=O)n2c(c1C(=O)Nc1ccc(C)c(F)c1)CCCC2	10.0%
COc1ccccc1CNc1cc(-c2ccccc2)nc2nncn12	2.4%
CCc1ccc(S(=O)(=O)c2cn(CC(=O)Nc3ccc(F)c(Cl)c3)c3ccccc3c2=O)cc1	-14.1%
COc1ccc(S(=O)(=O)NC[C@@H]2C=C(C)[C@H](CC(=O)N3CCN(C)CC3)C[C@H]2C(C)C)cc1	-19.2%
CCc1ccc(CNC(=O)Cn2ccc3cc(S(=O)(=O)N4CCCCCC4)ccc32)cc1	?
Cc1cccc(N2CCN(c3ccc(NC(=O)c4ccccc4)cc3C(=O)O)CC2C)c1 (stereo not given)	-12.6%
COc1cccc(CN2CC3(C2)C(=O)N(Cc2ccccc2Cl)C(=O)[C@@H]2C[C@@H](O)CN23)c1	?
Cc1ccc(Sc2c(C)nn(C(C)(C)C)c2OC(=O)C(C)(C)C)cc1	i
(listing goes on)
SMILES	Pf Dd2 inh
CC(C)N1C[C@H](C(=O)NCCC2=CCCCC2)[C@H](C(=O)O)C1	-10.2%
Cc1nn(C)c2nc(NCCC(=O)N3CCC(C)CC3)sc12	-8.1%
CCOc1ccc(CC(=O)N2CCC[C@H]2c2nc(-c3ccc(OC)c(OC)c3)no2)cc1	?
O=C(Cn1c(=O)c2cccn2c2cccnc21)NCc1cccc(F)c1	17.3%
